p53 PUMA act – mutant p53 pathway re-activators, primary screen, cell-based, SW480, luciferase, single point, HTS; SW480 PUMA-promoter luciferase, p53 mutant reactivation; activation, % at 9.98 µM; 28,000 tested, 1.5% active; in the data active = activation above about 52%
STK33 inh – STK33 kinase inhibitors, primary screen, biochemical, luminescence, ADP-Glo, MBP substrate; Serine/threonine-protein kinase 33 (Homo sapiens), Q9BYT3; inhibition, % at 12.5 µM; 27,000 tested, 0.44% active; in the data active = inhibition above about 20%
Target sequence (Q9BYT3 whole entry, looked up): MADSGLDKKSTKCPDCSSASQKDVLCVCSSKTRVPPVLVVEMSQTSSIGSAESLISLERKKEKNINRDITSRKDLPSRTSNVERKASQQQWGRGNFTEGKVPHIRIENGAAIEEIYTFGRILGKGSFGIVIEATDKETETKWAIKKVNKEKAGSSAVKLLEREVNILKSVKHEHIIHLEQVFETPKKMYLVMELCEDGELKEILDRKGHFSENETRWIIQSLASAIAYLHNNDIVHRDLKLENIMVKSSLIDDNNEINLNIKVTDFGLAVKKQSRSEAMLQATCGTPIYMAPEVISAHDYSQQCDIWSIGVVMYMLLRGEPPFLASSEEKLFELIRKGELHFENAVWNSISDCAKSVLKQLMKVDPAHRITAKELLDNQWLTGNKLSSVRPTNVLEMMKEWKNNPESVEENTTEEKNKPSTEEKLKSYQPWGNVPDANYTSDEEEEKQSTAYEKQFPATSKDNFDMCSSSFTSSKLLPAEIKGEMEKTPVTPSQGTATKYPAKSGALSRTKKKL
* hit, by the source's call; . = not tested or not shown; & = joins results of further samples.

compound	STK33 inh	p53 PUMA act
C[C@H]1CN([C@@H](C)CO)C(=O)c2cc(NC(=O)C3CCCCC3)ccc2O[C@@H]1CN(C)S(=O)(=O)c1cn(C)cn1	2	.
C[C@@H]1CCCCO[C@@H](CN(C)S(=O)(=O)c2ccc(F)cc2)[C@H](C)CN([C@H](C)CO)C(=O)c2cc(NS(=O)(=O)c3cn(C)cn3)ccc2O1	.	5
COc1cc([C@H]2OC[C@H]3[C@@H]2CO[C@H]3c2ccc(OC)c(OC)c2)ccc1O	-10	-6
CCCN(C)C[C@H]1Oc2cc(C#CCC3CCCC3)ccc2S(=O)(=O)N([C@H](C)CO)C[C@H]1C	.	-24
O=C(OCCN1CCCCC1)c1c[nH]c2ccccc12	-1	.
CC(C)NC(=O)N(C)C[C@@H]1OCCCC[C@@H](C)Oc2ccc(NS(=O)(=O)c3ccccc3)cc2C(=O)N([C@@H](C)CO)C[C@H]1C	.	-4
O=C(COc1ccccc1CO)Nc1ccccc1	-4	77*
COc1ccc(NC(=O)N(C)C[C@H]2Oc3ccc(NC(=O)CCC(F)(F)F)cc3CC(=O)N([C@H](C)CO)C[C@H]2C)cc1	2	.
O=S(=O)(c1ccccc1)c1nc(-c2ccco2)oc1NCc1ccco1	0	-5
COc1ccc(S(=O)(=O)N(C)CC(=O)Nc2ccccc2Br)cc1Cl	6	5
C[C@H](CO)N1C[C@H](C)[C@H](CN(C)Cc2ccc(-c3ccccc3)cc2)Oc2ccc(NS(=O)(=O)c3cn(C)cn3)cc2CC1=O	1	.
CC(C)NC(=O)N(C)C[C@@H]1Oc2ccc(NC(=O)Nc3ccccc3)cc2CC(=O)N([C@@H](C)CO)C[C@@H]1C	0	.
COc1ccc(-c2nc(SCC(=O)Nc3ccc(Cl)cc3)[nH]c(=O)c2C#N)cc1	-3	-9
CC(C)NC(=O)Nc1ccc2c(c1)CC(=O)N([C@H](C)CO)C[C@@H](C)[C@@H](CN(C)S(=O)(=O)c1ccccc1)O2	1	.
C[C@H](CO)N1C[C@H](C)[C@@H](CN(C)C)OCCCC[C@H](C)Oc2ccc(NC(=O)Nc3ccccc3)cc2C1=O	.	4

The list goes on.
compound	STK33 inh	p53 PUMA act
C[C@H]1CCCCO[C@H](CN(C)C(=O)Cc2ccccc2)[C@@H](C)CN([C@@H](C)CO)C(=O)c2cc(NC(=O)Nc3ccccc3)ccc2O1	.	-33
C=CCNC(=O)[C@@H]1[C@H]2C(=O)O[C@H](c3ccccc3)[C@H](c3ccccc3)N2[C@H](c2ccc(O)cc2)[C@@]12C(=O)Nc1ccc(C#CCC(C(=O)OC)C(=O)OC)cc12	6	.
C[C@@H]1CN([C@H](C)CO)C(=O)c2cc(-c3cccc(F)c3)cnc2O[C@H]1CN(C)Cc1ccccc1	.	9
Cc1c(C(=O)NC(=S)NCc2cccnc2)oc2ccccc12	2	15
C[C@@H]1CN([C@H](C)CO)C(=O)CCCn2nncc2CO[C@H]1CN(C)Cc1cccnc1	-3	.
Cc1cccc(S(=O)(=O)N(C)C[C@H]2OCc3cn(nn3)CCCC(=O)N([C@H](C)CO)C[C@@H]2C)c1	1	.
Cc1cc(O)c2c(c1)C(=O)C1=C(C2=O)C(O)C(O)C(O)C1O (configuration not stated)	-2	-57&-76
Cc1cc(C)cc(NC(=O)CN(c2ccccc2F)S(C)(=O)=O)c1	-1	-2
C[C@@H]1CN([C@H](C)CO)C(=O)c2cc(NC(=O)Nc3ccc(C(F)(F)F)cc3)ccc2O[C@H]1CN(C)Cc1ccc(C(=O)O)cc1	-2	.
O=C(O)CCN1C(=O)c2cccc3c([N+](=O)[O-])ccc(c23)C1=O	2	-5
CCOC(=O)N(C)C[C@@H]1OCc2cnnn2CCCC(=O)N([C@H](C)CO)C[C@H]1C	-2	.
Cc1noc(C)c1NC(=O)Nc1ccc2c(c1)C(=O)N([C@H](C)CO)C[C@@H](C)[C@@H](CN(C)C)OCCCC[C@@H](C)O2	.	7
C[C@H]1CCCCO[C@H](CN(C)S(=O)(=O)c2ccccc2)[C@@H](C)CN([C@@H](C)CO)C(=O)c2cc(NC(=O)Nc3ccccc3)ccc2O1	.	-16
Cc1nn(C)cc1CN(C)C(=O)c1nn2c(c1Br)NC(c1cccs1)CC2C(F)(F)F (configuration not stated)	-4	1
COc1ccc(S(=O)(=O)N(C)C[C@@H]2Oc3ncc(/C=C/c4ccccc4)cc3C(=O)N([C@H](C)CO)C[C@@H]2C)cc1	2	4&5

Later entries.
compound	STK33 inh	p53 PUMA act
CCCN(C)C[C@H]1OCCCC[C@@H](C)Oc2ccc(N(C)C)cc2C(=O)N([C@H](C)CO)C[C@@H]1C	-5	.
CNc1cc(NS(=O)(=O)c2ccc(N)cc2)nc(NC)n1	0	-12
CCOC(=O)c1ccc(NC(=O)CSc2nc3ccccc3c(=O)[nH]2)cc1	2	9
COc1ccc(NC(=O)c2ccc(-c3ccc(-c4noc(C)n4)cc3C)cc2)cc1OCCN(C)C	-10	.
COC(=O)C1=COC(O[C@@H]2O[C@H](CO)[C@@H](O)[C@H](O)[C@H]2O)[C@H]2[C@@H]1[C@H](OC(=O)CCc1ccc(O)cc1)C[C@]2(C)O (some centres not stated)	2	17
COc1ccccc1NC(=O)COc1ccc(Br)cc1CO	-7	37
CCC(=O)N(C)C[C@H]1Oc2ncc(Br)cc2C(=O)N([C@H](C)CO)C[C@@H]1C	.	-5
O=C1N(CCS(=O)(=O)c2ccccc2)Cc2ccccc2[C@@H]2OC(c3ccc(OCCCO)cc3)=N[C@]12Cc1ccccc1	10	.
C[C@@H]1CN([C@H](C)CO)C(=O)Cc2cc(NS(=O)(=O)c3ccc(F)cc3)ccc2O[C@H]1CN(C)C(=O)Nc1cccc2ccccc12	.	11
C[C@H]1CN([C@@H](C)CO)C(=O)c2cc(NC(=O)NC3CCCCC3)ccc2O[C@@H]1CN(C)Cc1ccc2c(c1)OCO2	1	-6
Cc1ncsc1CCSc1nc2ccccc2c(=O)n1-c1ccccc1	11	32
COCCOC(=O)N1C(=O)[C@@]2(c3cc(C#CC4=CCCCC4)ccc31)[C@H](c1ccc(OCCO)cc1)N1[C@H](c3ccccc3)[C@H](c3ccccc3)OC(=O)[C@H]1[C@@H]2C(=O)N1CCc2cc(OC)c(OC)cc2C1	10	.
C/C=C/c1ccc2c(c1)O[C@@H](CN(C)C(=O)c1ccccc1F)[C@H](C)CN([C@H](C)CO)S2(=O)=O	.	-17
COCC(=O)Nc1ccc2c(c1)[C@H]1C[C@H](CC(=O)N3CCOCC3)O[C@H](CO)[C@H]1O2	.	-1
C[C@@H]1CN([C@@H](C)CO)C(=O)Cc2cc(NC(=O)C3CC3)ccc2O[C@@H]1CN(C)S(=O)(=O)c1ccccc1	2	.

Single records (already shown):
COc1ccc(NC(=O)c2ccc(-c3ccc(-c4noc(C)n4)cc3C)cc2)cc1OCCN(C)C in the list: STK33 inh: -10; p53 PUMA act: .
COc1ccccc1NC(=O)COc1ccc(Br)cc1CO in the list: STK33 inh: -7; p53 PUMA act: 37
CCCN(C)C[C@H]1OCCCC[C@@H](C)Oc2ccc(N(C)C)cc2C(=O)N([C@H](C)CO)C[C@@H]1C in the list: STK33 inh: -5; p53 PUMA act: .

Back to the main list with the 3 entries that preceded the break.
compound	STK33 inh	p53 PUMA act
C/C=C/c1ccc2c(c1)O[C@@H](CN(C)C(=O)c1ccccc1F)[C@H](C)CN([C@H](C)CO)S2(=O)=O	.	-17
COCC(=O)Nc1ccc2c(c1)[C@H]1C[C@H](CC(=O)N3CCOCC3)O[C@H](CO)[C@H]1O2	.	-1
C[C@@H]1CN([C@@H](C)CO)C(=O)Cc2cc(NC(=O)C3CC3)ccc2O[C@@H]1CN(C)S(=O)(=O)c1ccccc1	2	.
C[C@@H]1CN([C@H](C)CO)C(=O)c2cc(NC(=O)CCCN(C)C)ccc2O[C@@H](C)CCCCO[C@@H]1CN(C)C(=O)c1ccccc1	.	10
COC(=O)c1ccc(NC(=O)CCC(=O)c2ccc(F)cc2)cc1	0	1
C[C@@H]1CN([C@H](C)CO)C(=O)Cc2cc(NC(=O)Nc3ccc(F)cc3)ccc2O[C@H]1CN(C)CC1CC1	1	2
C[C@@H]1CN([C@@H](C)CO)C(=O)CCCn2nncc2CO[C@H]1CN(C)Cc1ccc(-c2ccccc2)cc1	0	.
Cc1noc(C)c1NC(=O)Nc1ccc2c(c1)C(=O)N([C@@H](C)CO)C[C@H](C)[C@H](CN(C)Cc1ccc(Oc3ccccc3)cc1)O2	-1	.
COc1cc(NC(=O)COc2ccc(Cl)cc2C)c(C(=O)O)cc1OC	2	-2
CCc1cc(OCCCSc2nc(C)cc(=O)[nH]2)ccc1Cl	-5	-13
C[C@@H]1CN([C@H](C)CO)C(=O)CCCn2nncc2CO[C@@H]1CN(C)Cc1cccc(O)c1	-3	.
Cc1cc(C)c(NC(=O)CN(c2cccc([N+](=O)[O-])c2)S(C)(=O)=O)c(C)c1	-2	-8
C[C@@H]1CN([C@H](C)CO)C(=O)Cc2cc(NC(=O)CCC(F)(F)F)ccc2O[C@@H]1CN(C)S(=O)(=O)c1ccccc1	0	-7
Cc1ccc(C)c(Cn2c(CCCO)nc3ccccc32)c1	1	-7
CC(C)NC(=O)Nc1ccc2c(c1)C(=O)N([C@H](C)CO)C[C@@H](C)[C@@H](CN(C)Cc1ccc(C(=O)O)cc1)OCCCC[C@@H](C)O2	.	1
C[C@H]1CN([C@@H](C)CO)C(=O)Cc2cc(NC(=O)C3CC3)ccc2O[C@@H]1CN(C)Cc1ccccc1	5	.
C[C@@H]1O[C@@H](O[C@@H]2[C@@H](O)[C@H](O)[C@@H](CO)O[C@H]2c2c(O)cc(O)c3c(=O)cc(-c4ccc(O)cc4)oc23)[C@H](O)[C@H](O)[C@H]1O	-8	12
O=C(Cn1cnc2ccccc2c1=O)Nc1ccc(I)cc1	1	8

New compounds follow:
compound	STK33 inh	p53 PUMA act
CNC[C@@H]1Oc2ccc(NS(=O)(=O)c3cn(C)cn3)cc2CC(=O)N([C@@H](C)CO)C[C@@H]1C	0	3
Cc1noc(C)c1NC(=O)Nc1ccc2c(c1)C(=O)N([C@H](C)CO)C[C@H](C)[C@@H](CN(C)C(=O)CCCN(C)C)OCCCC[C@H](C)O2	.	5
CS(=O)(=O)N(CC(=O)Nc1cc(Cl)ccc1Cl)c1ccc(Oc2ccccc2)cc1	2	10
CCCN(C)C[C@H]1OCCCC[C@@H](C)Oc2ccc(NC(=O)Nc3ccc(C(F)(F)F)cc3)cc2C(=O)N([C@H](C)CO)C[C@H]1C	.	-28
C[C@H](CO)N1C[C@H](C)[C@@H](CN(C)C(=O)C2CCOCC2)Oc2ncc(C#CCc3ccccc3)cc2C1=O	.	6
C[C@H](CO)N1C[C@H](C)[C@H](CN(C)S(C)(=O)=O)Oc2ccc(NS(=O)(=O)c3ccc(F)cc3)cc2CC1=O	0	.
COc1ccc(NC(=O)N(C)C[C@@H]2OCCCC[C@@H](C)Oc3ccc(NC(=O)Nc4ccccc4)cc3C(=O)N([C@H](C)CO)C[C@@H]2C)cc1	0	.
C[C@@H]1CN([C@H](C)CO)C(=O)CCCn2nncc2CO[C@@H]1CN(C)CC1CC1	-5	.
C[C@H]1CN([C@@H](C)CO)C(=O)Cc2cc(NC(=O)Cn3cnnn3)ccc2O[C@H]1CN(C)S(=O)(=O)c1cn(C)cn1	3	.
C[C@H](CO)N1C[C@H](C)[C@H](CN(C)S(=O)(=O)c2ccc(F)cc2)Oc2ccc(NC(=O)CCN3CCOCC3)cc2C1=O	0	.
O=C(Nc1ccccc1)Nc1ccc2c(c1)[C@@H]1C[C@H](CC(=O)N3CCCCC3)O[C@H](CO)[C@@H]1O2	.	5
C[C@@H]1CN([C@H](C)CO)C(=O)c2cc(-c3ccc(F)cc3)cnc2O[C@H]1CN(C)Cc1ccccn1	.	9
Cc1nnsc1C(=O)Oc1ccc(-c2n[nH]nc2C#N)cc1	.	14
Cc1ccc(OCC(=O)Nc2ccc3oc(-c4c(F)c(F)c(F)c(F)c4F)nc3c2)cc1	0	10
COc1ccc(S(=O)(=O)Nc2ccc3c(c2)C(=O)N([C@H](C)CO)C[C@H](C)[C@H](CN(C)C(=O)Cc2ccccc2)OCCCC[C@@H](C)O3)cc1	3	.
COc1ccc(CNCCSc2nnnn2C)cc1OC	0	-9
C/C(=C\C=C\[C@@H](C)[C@H]1CC[C@@]2(C)[C@@H]3CCC4C(C)(C)[C@@H](O[C@@H]5O[C@H](CO)[C@@H](O[C@@H]6O[C@@H](C)[C@H](O)[C@@H](O)[C@H]6O)[C@H](O)[C@H]5O[C@@H]5O[C@H](CO[C@@H]6O[C@H](CO)[C@@H](O)[C@H](O)[C@H]6O)[C@@H](O)[C@H](O)[C@H]5O[C@@H]5O[C@@H](C)[C@H](O)[C@@H](O)[C@H]5O)CC[C@@]45C[C@@]35CC[C@]12C)C(=O)N[C@@H]1C(=O)O[C@H](C)[C@@H]1C (some centres not stated)	-2	-8

Only part of the results is shown (hit frequency here may not be typical).
